Assay outcomes: PubChem BioAssay, Southern Research Specialized Biocontainment Screening Center
NS5 inhibitors = flavivirus cap methylation enzyme inhibition – biochemical, confirmation dose response, primary screen (AID 588689). Dengue-2 NS5 methyltransferase capping enzyme assay, biochemical; higher % means a stronger effect. inhibition, % at 25 µM, or IC50 in µM where a hit was titrated. actives 0.3% (n = 340,000); in the data active = a potency from the dose series; inconclusive = inhibition above about 29% without an active follow-up result
Rac1 GTP hydrolysis = MgcRacGAP GTPase-activating activity inhibitors, confirmation, biochemical, ADP Hunter fluorescence; inhibition, % at 30 µM, or IC50 in µM where a hit was titrated; actives 0.6% (n = 340,000); MgcRacGAP-stimulated Rac1 GTP hydrolysis, ADP Hunter fluorescence; higher % means a stronger effect; GST-tagged Rac1 F28L mutant substrate; AID 624330;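 active = first-screen hits whose inhibition reached a set limit at any dose in the follow-up dose series; inconclusive = inhibition above the set first-screen limit but never retested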;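 also: fluorescence reports GDP produced by GAP-driven GTP hydrolysis; strong numbers were not always called active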
NS5 inhibitors pilot replicate = also measured in NS5 inhibitors; calls as there; inhibition, %; measured here: pilot screen replicate inhibition
Numbers without * were called inactive; ? = inconclusive.

SMILES | NS5 inhibitors | Rac1 GTP hydrolysis | others
C[C@H](CO)N1C[C@H](C)[C@@H](CN(C)C(=O)Nc2ccc3c(c2)OCO3)Oc2c(NC(=O)C3CC3)cccc2C1=O | -7.6% | 3.8% | NS5 inhibitors pilot replicate=-0.3
CCC(=O)N(C)C[C@H]1Oc2ncc(C#Cc3cccnc3)cc2C(=O)N([C@@H](C)CO)C[C@@H]1C | 6.6% | 13.8%
CCN(c1ccccc1)S(=O)(=O)c1ccc(Cl)c(NC(=O)CNCc2ccccc2OC)c1 | 11.3% | 24.3%
CC[C@@]1(C(=O)OC)N[C@H](CN(C)C(=O)c2ccccc2)[C@@H]2C(=O)N(Cc3ccccc3)C(=O)[C@@H]21 | -5.6% | 3.1% | NS5 inhibitors pilot replicate=-3.0
CC(C)N(Cc1ccccc1)C(=O)COC(=O)c1ccc(S(=O)(=O)N2CCOCC2)cc1 | -3.9% | 2.9%
CCN1CCC[C@H]1CNCCCn1cnc2c(SC)ncnc21 | 3.9% | 16.7%
CCn1c(SCC(=O)Nc2oc(C)c3c(C)n[nH]c(=O)c23)nnc1-c1ccco1 | 0.0% | 6.0%
CC(C)[C@H]1COCCS(=O)(=O)N1Cc1ccccc1-c1cccc(Cl)c1 | -9.8% | 7.6%
O=C(c1ccccc1)c1ccc(Oc2ccc([N+](=O)[O-])cc2[N+](=O)[O-])cc1 | -2.3% | -0.1%
COC(=O)c1ccc(COC(=O)C(NC(=O)Cc2ccccc2)C(C)C)cc1 (stereo not given) | -1.4% | 5.7%
CCN(CC(=O)Nc1ccc2c(c1)OCCO2)C(=O)/C=C/c1cccc(C(F)(F)F)c1 | -2.2% | 2.4%
CC(=O)Nc1ccc(NC(=O)c2ccc(OCc3c(C)noc3C)cc2)cc1 | 8.0% | 12.3%
Cc1ccc(S(=O)(=O)N2CCCCC2)cc1NC(=O)c1cccnc1 | -2.2% | 4.8%
O=C1OCCN1C(=O)[C@H]1[C@H](c2ccc([N+](=O)[O-])cc2)C(c2ccccc2)=NN1c1ccccc1 | -6.3% | 8.7% | NS5 inhibitors pilot replicate=3.0
Cc1ccsc1C(=O)OCC(=O)NC1CCCC(C)C1C (stereo not given) | 10.8% | 0.3%
O=C1NC(=S)NC(=O)C1Nc1ccc(Cl)cc1 | 3.5% | -23.2%
O=C1OCCC1=CN1CCCCC1 | -2.3% | 6.1%
O=C(CSc1nc2c(cnn2-c2ccccc2)c(=O)[nH]1)NCC1CCCO1 (stereo not given) | -3.2% | -6.4%
Cc1ncc(C)c2c([N+](=O)[O-])cccc12 | -6.9% | 0.1%
N#Cc1ccc(Oc2ccc(C#N)c(C#N)c2)cc1C#N | 7.8% | 1.9%
COC(=O)[C@H]1C[C@H](OC(=O)Nc2cccs2)[C@@]2(O)CN(S(=O)(=O)c3ccc(C)cc3)CC2[C@H]1C(=O)OC (stereo not given in full) | -4.0% | 16.5%
COc1ccc(CN2C(=O)C(CC(=O)NCc3cccc4ccccc34)CC(C(=O)N(C)C)=C2C)cc1 (stereo not given) | 4.5% | 10.6%
COc1cc(OC)c(C=CC(=O)c2ccccc2O)c(OC)c1 | 8.8% | 2.6%
C[C@@H]1CN([C@H](C)CO)C(=O)c2cc(NC(=O)Nc3ccc(F)cc3)ccc2O[C@H]1CN(C)C(=O)Nc1ccc(C(F)(F)F)cc1 | -4.6% | 8.3% | NS5 inhibitors pilot replicate=-9.5
CCN(C[C@H]1N[C@@](Cc2ccccc2)(C(=O)OC)[C@H]2C(=O)N(C)C(=O)[C@@H]12)C(=O)c1ccc(C(C)(C)C)cc1 | -2.3% | 1.4% | NS5 inhibitors pilot replicate=-5.4
Cc1cc(-n2c(C)cc(C(=O)COc3ccc(Cl)cc3C(N)=O)c2C)no1 | 2.2% | 0.2%
O=C(CC1C[C@H](C(=O)N2CCOCC2)[C@@]2(CCC3CCCC3)c3[nH]c4ccccc4c3CCN2C1=O)NCCN1CCOCC1 (stereo not given in full) | -0.7% | 4.0% | NS5 inhibitors pilot replicate=2.4
CCN(CC)S(=O)(=O)c1ccc(/C=C/C(=O)OCC(=O)NC(=O)C2COc3ccccc3O2)cc1 (stereo not given) | -0.8% | 3.1%
CC1=NS(=O)(=O)NC(C)(C)C1 | 5.4% | 10.4%
O=C(COC(=O)Cc1ccc(Br)cc1)NCc1cccs1 | -3.1% | 2.9%
Cc1ccccc1S(=O)(=O)N(C)C[C@@H]1OCc2ccccc2-c2c(n(C)c3ccccc23)C(=O)N([C@H](C)CO)C[C@@H]1C | -2.8% | 14.2%
O=C(NCCC(=O)N1CCN(c2ccccn2)CC1)c1ccc(Cl)cc1 | 1.5% | 4.3%
COc1ccc(NC(=O)c2ccc(NC(=O)CN3CCC(C(N)=O)CC3)cc2)cc1 | 0.0% | 1.7%
CCOC(=O)C1CCCN(C(=O)c2ccc3ncsc3c2)C1 (stereo not given) | 0.4% | -3.2%
CCCCN1C(=O)C(CC(=O)NC(c2ccccc2)c2ccccc2)CC(C(=O)N(CC)CC)=C1C (stereo not given) | -9.4% | 8.4%
NS(=O)(=O)c1cccc(NC(=O)COC(=O)c2ccc(S(=O)(=O)N3CCOCC3)cc2)c1 | 4.8% | -5.4%
C=CCNC(=S)N1N=C(c2ccco2)CC1c1ccco1 (stereo not given) | -9.5% | 10.9%
O=C1NC(Cc2ccc(O)cc2)c2nc3ccc(Br)cc3c(=O)n2-c2cc3ccccc3cc21 (stereo not given) | -3.4% | 10.0%
N#Cc1ccccc1NC(=O)COc1ccccc1C(=O)Nc1ccccc1 | -8.1% | 2.7%
O=C(COC(=O)Cn1nnc(-c2ccccc2)n1)Nc1cc(F)ccc1F | -8.1% | -2.8%
CCOc1ccc(/C=C(/C#N)c2nnc(N3CCOCC3)n2-c2ccccc2)cc1OC | -4.0% | 0.5%
C[C@@H]1CN([C@H](C)CO)C(=O)CCCn2nncc2CO[C@H]1CN(C)Cc1ccncc1 | -1.1% | 13.1%
O=C(O)C1CCN(C(=O)CSc2nnc3ccccn23)CC1 | 1.8% | 3.3%
Cc1nc(SCC(=O)N(C)C2CCS(=O)(=O)C2)c2ccccc2n1 (stereo not given) | -2.2% | 0.7%
CN(C)c1ccc(C(=O)NNC(=O)C23CC4CC(CC(C4)C2)C3)cc1 | 0.8% | 10.8%
COc1ccc(OCC(=O)OCC(=O)Nc2cc(S(=O)(=O)N3CCOCC3)ccc2Cl)cc1 | 0.8% | 5.0%
CN(C)S(=O)(=O)c1cc(NC(=O)COC(=O)CC2Sc3ccccc3NC2=O)ccc1Cl (stereo not given) | -1.9% | 6.0%
CSc1ccccc1C(=O)OCC(=O)NCCN1C(=O)CSC1=O | -3.8% | 4.5%
O=C(C[n+]1ccc(C(=O)c2ccccc2)cc1)Nc1ccccc1OC(F)F | -15.9% | -2.2%
O=C(NCCC(=O)N1CCN(S(=O)(=O)c2ccc(Cl)cc2)CC1)Nc1ccccc1 | -26.1% | 0.8%
O=C(CN1C(=O)C(=O)N(C2CCCC2)C1=O)Nc1ccc(F)cc1F | -1.4% | 10.1%
C[C@@H]1CN([C@@H](C)CO)C(=O)CCCn2nncc2CO[C@H]1CN(C)C(=O)OCc1ccccc1 | -4.6% | 7.0%
COC(=O)C1=C(C)NC(C)=C(C(=O)OC)C1C(=O)OCC(=O)N1CCCCC1C (stereo not given) | -12.2% | 4.7%
CC/C(C)=C1/NC(=O)NC1=O | -19.1% | 1.7%
C[C@@H]1CN([C@H](C)CO)C(=O)CCCn2nncc2CO[C@H]1CN(C)C(=O)Nc1cccc(Oc2ccccn2)c1 | -6.2% | -8.0%
C[C@]12c3[nH]c4ccccc4c3CCN1C(=O)C(CC(=O)NCCc1ccccn1)C[C@@H]2C(=O)N1CCOCC1 (stereo not given in full) | -5.3% | 8.1% | NS5 inhibitors pilot replicate=-4.6
Cc1cc(C)c(SSc2nnnn2-c2ccccc2)c(C)c1 | -34.3% | 27.2%
COc1ccc(CNCCCn2cnc3c(SC)ncnc32)cc1 | 4.0% | 2.1%
Nc1cc(S(=O)(=O)O)cc2ccc(S(=O)(=O)O)cc12 | 7.2% | 6.2%
CC(C)c1ccc(C2OCCCO2)cc1 | 7.8% | -3.0%

Later entries:
SMILES | NS5 inhibitors | Rac1 GTP hydrolysis | others
CCN(CC)CCNc1ccc(CO)c2oc3ccccc3c(=O)c12 | 4.0% | 16.8%
CCOC(=O)c1ccc(NC(=O)c2nc[nH]c2C(=O)N[C@@H](C)CO)cc1 | 0.6% | 14.0%
O=C1CCC(c2ccc3ccccc3c2)O1 (stereo not given) | 3.5% | 1.0%
COc1ccc([C@H]2C(C(=O)O)=C[C@@H](C(C)(C)C)N2S(=O)(=O)c2ccccc2)cc1 | -8.6% | 10.8% | NS5 inhibitors pilot replicate=-0.6
C#CCOCCOCCOCCNc1nc(N2CCN(C(=O)CCCCCCCCCCNC(=O)[C@H](CO)n3cc(CCCSC)nn3)CC2)nc(N2CCN(C(=O)CCCCCCCCCCNC(=O)[C@H](CCCCN)n3cc(CCO)nn3)CC2)n1 | -1.6% | ?
COc1nc(N)nc2c1ncn2C1OC(CO)CC1O (stereo not given) | 4.2% | 8.8%
COc1ccccc1S(=O)(=O)N(C)C[C@@H]1OCc2cnnn2CCCC(=O)N([C@@H](C)CO)C[C@H]1C | 3.9% | 12.8%
Cn1c(N)c(C(=O)COC(=O)CC(NC(N)=O)c2ccc(Cl)cc2)c(=O)n(C)c1=O (stereo not given) | -4.3% | 13.4%
Cc1ccc(Nc2nnc(SC(C)C(=O)NCC3CCCO3)s2)cc1 (stereo not given) | 2.9% | 9.0%
O=C1C2C3C=CC(C3)C2S(=O)(=O)C2C3C=CC(C3)C12 (stereo not given) | 1.7% | 5.2%
CCC(CC)NC(=O)CN1CCN(S(=O)(=O)c2cccs2)CC1 | -8.1% | 5.0%
NC1=CC(=O)C(=O)c2ccccc21 | 27.9% | 6.2%
COc1ccc(CNC(=O)CN2C(=O)NC3(CCCc4sccc43)C2=O)cc1 (stereo not given) | -7.3% | -0.4%

A portion of the library; count on the stated rates, not on these rows.
